Assay outcomes: PubChem, several laboratories
mABHD4 FP: ABHD4 (mouse) inhibition, primary FP screen. Q8VD66. purified mABHD4, FP-Rh probe fluorescence polarization. inhibition, % at 8.92 µM. 370,000 tested, 0.54% active;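 active means inhibition exceeding the mean over every tested compound plus 3 SD, cut at about 30% in these data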;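 further: 0% = plate median of compound wells and 100% = S159A mutant with DMSO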
Target sequence (Q8VD66 whole entry, looked up): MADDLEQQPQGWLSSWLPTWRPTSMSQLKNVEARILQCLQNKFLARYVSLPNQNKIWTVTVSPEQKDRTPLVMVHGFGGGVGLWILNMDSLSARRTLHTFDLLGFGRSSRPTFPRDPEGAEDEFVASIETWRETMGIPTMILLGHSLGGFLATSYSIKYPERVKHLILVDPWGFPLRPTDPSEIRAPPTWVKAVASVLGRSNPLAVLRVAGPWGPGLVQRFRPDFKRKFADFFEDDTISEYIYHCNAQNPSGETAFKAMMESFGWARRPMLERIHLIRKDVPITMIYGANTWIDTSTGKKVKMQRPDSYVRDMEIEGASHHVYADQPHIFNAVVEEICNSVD
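Test system: mouse ABHD4 enzyme, wild type. Reagent: FP-Rh fluorescent activity-based probe, added after compound pre-incubation. Timing: pre-incubation 45 min, probe exposure 60 min, at 25 °C. Technique: FP readout, ex 525 nm / em 598 nm. Benchmarks: high control S159A mutant with DMSO, low control median of compound wells.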
GC-A act: GC-A (human) enzyme activation | activation, % at 10 µM | 370,000 tested, 0.14% active | P16066 | HEK293 GC-A cells, cGMP TR-FRET, EC30 ANP; 0% at EC30 ANP, 100% saturating ANP; in the data active means activation above about 40%
MBD2 DNA inh: MBD2-methylated oligo binding inhibition. 370,000 tested, 0.31% active. inhibition, % at 4.4 µM. TR-FRET, MBD2 binding to methylated oligonucleotide. AID 686964; in the data active means inhibition above about 13%
Target sequence (Q9UBB5 whole entry, looked up): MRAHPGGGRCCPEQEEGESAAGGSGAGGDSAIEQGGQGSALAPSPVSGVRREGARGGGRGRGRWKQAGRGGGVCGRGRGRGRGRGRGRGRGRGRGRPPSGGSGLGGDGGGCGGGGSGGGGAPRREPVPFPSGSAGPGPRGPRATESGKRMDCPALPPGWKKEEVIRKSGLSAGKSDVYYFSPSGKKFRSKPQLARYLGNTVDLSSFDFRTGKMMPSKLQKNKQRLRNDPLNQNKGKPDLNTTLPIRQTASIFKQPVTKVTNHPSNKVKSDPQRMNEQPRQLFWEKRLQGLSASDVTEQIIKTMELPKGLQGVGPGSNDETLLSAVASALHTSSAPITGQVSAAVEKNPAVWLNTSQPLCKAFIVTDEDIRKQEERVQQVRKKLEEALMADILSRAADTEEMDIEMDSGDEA
TCR CD3 inh: human TCR-CD3 binding inhibition; TAMRA-labeled TCR probe fluorescence, biochemical; inhibition, % at 9.4 µM; 360,000 tested, 0.37% active; in the data active means inhibition above about 19%;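 further: recombinant mutant TCR 2C K166C tagged with TAMRA read by polarization; 0% = receptor in buffer alone and 100% = receptor with positive control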
HTRA1 inh: inhibitors of human serine peptidase HTRA1 | inhibition, % at 5.96 µM | 340,000 tested, 0.5% active | recombinant HTRA1, FP-rhodamine activity-based probe, fluorescence polarization | AID 504803 | Q92743; in the data active means inhibition above about 36%;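 further: 0% = enzyme with DMSO and 100% = wells lacking enzyme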
GC-B act: GC-B (human) receptor activation | 370,000 tested, 0.11% active | activation, % at 10 µM | HEK293-GC-B cells, CNP EC30, cGMP TR-FRET; 0% at EC30 CNP, 100% saturating CNP;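 active means activation at 10 µM reaching about 35% in either raw or pattern-adjusted values, limit read from the data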
PRMT1 inh: blocks human protein arginine methyltransferase 1; recombinant PRMT1, activity-based probe fluorescence polarization; AID 652257; inhibition, % at 2.79 µM; 370,000 tested, 1.3% active; Q99873;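 active means inhibition above about 21% made by adding two undisclosed values, limit read from the data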
UHRF1 MBD2 ctr: UHRF1 methyl-DNA binding inhibition. 370,000 tested, 0.75% active. inhibition, % at 4.4 µM. UHRF1 binding to methylated oligo, TR-FRET. AID 687016; in the data active means inhibition above about 21%;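 further: UHRF1 SRA domain binding a hemimethylated CpG hairpin DNA probe; 0% = median of test compound wells and 100% = reference inhibitor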
SIAE primary: blocks human sialic acid acetylesterase | SIAE FP-Rh probe binding, fluorescence polarization | inhibition, % at 9.66 µM | Q9HAT2 | 370,000 tested, 0.69% active;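 active means inhibition above a cutoff: mean of compounds within the control limits plus 3 SD of those, cut at about 17% in these data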;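 further: 0% = plate median of compound wells and 100% = probe without SIAE protein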
rCAG binder: r(CAG) repeat RNA binding; inhibition, % at 3 µM; 370,000 tested, 1.3% active; AID 651821; TO-PRO-1 dye displacement fluorescence;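 active means inhibition above the plate cutoff, the mean of all test compounds on that plate plus 3 SD, cut at about 35% in these data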;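 further: 0% = DMSO alone and 100% = 100 µM mitoxantrone as full dye displacement; higher means more dye released from RNA so lower well fluorescence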
An asterisk follows results filed as active; . = not tested or not shown.

SMILES	mABHD4 FP	GC-A act	MBD2 DNA inh	TCR CD3 inh	HTRA1 inh	GC-B act	PRMT1 inh	UHRF1 MBD2 ctr	SIAE primary	rCAG binder
Cc1ccc(CCCOC(=O)C[N+]2(C)CCCC2)cc1	7	1	2	-8	4	2	3	3	2	1
COc1ccc(C(=O)NCCCCCC(=O)N/N=C/c2ccco2)cc1OC	0	4	1	7	1	2	1	0	1	0
COC(=O)[C@]12C[C@H](CC(=O)N3CCCC3)C(=O)N(Cc3ccco3)C1=C[C@H](COCc1ccccc1)O[C@@H]2C	-4	0	-6	.	.	-2	-2	1	2	2
CC(C)[C@H](NC(N)=O)C(=O)NNC(=O)COc1cccc(C(F)(F)F)c1	5	3	5	4	10	-1	-2	-3	5	3
Cc1ccc(NC(=O)c2c(-c3ccccc3)noc2C)nc1	5	1	-4	4	8	9	-2	1	6	-5
Cc1nc(N2CCCCC2)c2c(C)c(C(=O)Nc3ccccc3C(F)(F)F)sc2n1	-4	-5	-2	-6	-77	0	2	7	-4	-3
COc1ccc(NC(=O)COc2ccc3c(c2)CCC3)cc1S(N)(=O)=O	2	0	-2	9	5	2	-2	5	-1	3
O=C(/C=C/c1ccc(O)c(O)c1)c1ccc(S(=O)(=O)N2CCCCCC2)cc1	25	-3	-1	9	55*	-4	3	7	45*	46*
Cc1ccc(C)c(N2CCN(C(=O)CCCCn3c(=O)[nH]c4ccccc4c3=O)CC2)c1	-6	-5	2	-1	-1	-5	-1	0	-6	-3
CCS(=O)(=O)Nc1ccc2c(c1)C(=O)N(C)[C@@H]1CC[C@H](CC(=O)NCCCN3CCOCC3)O[C@H]1CO2	-4	1	-1	.	.	4	-6	5	18*	1
COc1ccc(NC(=O)COC(=O)CC2CCCCC2)cc1	3	0	4	-3	0	2	5	-1	3	1
COCC(=O)Nc1nnc(C2CCCCC2)s1	4	1	-7	3	-2	4	0	0	-2	0

Only MBD2 DNA inh, GC-B act and rCAG binder, for some of the entries so far:
mol,MBD2 DNA inh,GC-B act,rCAG binder
CCS(=O)(=O)Nc1ccc2c(c1)C(=O)N(C)[C@@H]1CC[C@H](CC(=O)NCCCN3CCOCC3)O[C@H]1CO2,-1,4,1
O=C(/C=C/c1ccc(O)c(O)c1)c1ccc(S(=O)(=O)N2CCCCCC2)cc1,-1,-4,46*
COc1ccc(C(=O)NCCCCCC(=O)N/N=C/c2ccco2)cc1OC,1,2,0
COc1ccc(NC(=O)COC(=O)CC2CCCCC2)cc1,4,2,1

New compounds follow.
SMILES	mABHD4 FP	GC-A act	MBD2 DNA inh	TCR CD3 inh	HTRA1 inh	GC-B act	PRMT1 inh	UHRF1 MBD2 ctr	SIAE primary	rCAG binder
Cc1ccc(S(=O)(=O)NN2C(=O)c3ccccc3NC2(C)C)cc1	4	2	1	4	-1	-4	-3	4	-3	0
Cc1ccccc1COC(=O)CCCC1=NS(=O)(=O)c2ccccc2N1	-7	-3	-1	1	-5	1	-4	-2	-3	3
CCCOc1ccc(C(CC(=O)O)NC(=O)C(c2ccccc2)c2ccccc2)cc1 (centres undefined)	-3	1	-1	-5	-6	5	-2	1	10	27
CC(C)c1ccc(NC(=O)c2ccc3c(c2)CCN3S(C)(=O)=O)cc1	-4	5	-1	2	-10	1	0	3	-2	4
CC/C(C)=C1\SC(N2CCN(C(C)=O)CC2)=NC1=O	-3	2	-4	6	0	6	-6	4	-3	-2
CCOc1ccc(N2C(=O)/C(=C/c3cc(OC)c(OC)c(OC)c3)N(CC(=O)OC)C2=S)cc1	-8	1	-9	8	-5	5	1	-2	-1	6
CCCCOc1ccc(S(=O)(=O)N2CCCCC2)cc1	-1	1	-6	5	-4	4	-2	-3	0	-8
CCC(=O)Nc1cccc(NC(=O)CSc2nnc(-c3ccc(NS(C)(=O)=O)cc3)n2CC)c1	-1	4	0	-1	7	9	3	7	6	10
Cc1ccc(-c2cc(C(=O)N3CCCc4ccccc43)no2)cc1	-4	0	-2	4	-21	0	-4	-3	-6	-5
C[C@H](CO)N1C[C@H](C)[C@@H](CN(C)S(=O)(=O)c2cccs2)Oc2ccc(NS(=O)(=O)c3cn(C)cn3)cc2C1=O	4	0	-3	-4	-3	5	3	-1	5	0
O=C(NCc1ccco1)C1CN(S(=O)(=O)c2ccccc2)CCN1S(=O)(=O)c1ccccc1 (centres undefined)	3	1	-5	10	2	0	3	0	2	7
CC(C)Oc1ccc(C(=O)Nc2ccc3c(c2)n(C)c(=O)n3C)cc1	-3	2	-5	-3	-3	7	-3	0	9	0
COc1ccc(Cc2nc3ccc(C(=O)NCC4COCCO4)cc3o2)cc1OC (centres undefined)	3	5	4	0	5	-3	-2	14	3	-6
CC(C)c1ccc(C(=O)Nc2cc(Cl)ccc2C(=O)O)cc1	-29	-2	0	.	.	-10	0	2	-27	.
COc1ccc(-c2nc(NC(=O)Cn3cnnn3)sc2C)cc1	1	2	5	-1	7	-1	6	4	1	2
Cc1onc(-c2ccccc2)c1C(=O)NCc1ccc(Cl)cc1	-13	-7	2	-6	0	-7	8	6	-11	-2
CN(C)NC(=S)Nc1ccc(Cl)cc1	3	0	2	6	2	7	-5	-1	4	-3
Cc1cnc(C(=O)OCC(=O)N(CC(C)C)C2CCS(=O)(=O)C2)cn1 (centres undefined)	2	2	3	-2	6	-1	7	10	-2	0
COc1cc(C)ccc1OCc1cc(C(=O)N(C)CCCN2CCOCC2)no1	3	5	-5	-2	1	-2	-3	0	-2	-1
COC(=O)c1sc(Nc2ccccc2)nc1C	6	-3	8	-2	-7	0	0	2	5	-3
O=C1CC(Cc2ccccc2)C(=O)N1c1ncccn1 (centres undefined)	6	2	6	-1	0	-1	4	3	1	-3
O=C(CCC1CCCN(C(=O)c2cc3ccccc3o2)C1)NCc1ccc(F)c(F)c1 (centres undefined)	3	-1	2	3	-7	-5	-1	-2	10	-7
Cc1cc2nnc(SCC(=O)Nc3cccc(S(=O)(=O)N4CCOCC4)c3)n2c2ccccc12	0	-4	-4	5	-3	-5	-2	-3	-5	4
O=S(=O)(NCCNc1nccc(C(F)(F)F)n1)c1ccccc1	1	3	5	4	-17	-2	-3	2	7	1
CCOC(=O)[C@]12CCC=C1N(Cc1ccco1)C(=O)[C@H](CC(=O)NCC13CC4CC(CC(C4)C1)C3)C2	2	0	0	1	.	2	2	0	-1	9
O=C(Nc1cccc(F)c1)C1CCCN(C(=O)c2ccc(Cl)cc2)C1 (centres undefined)	7	-1	-1	-11	-4	2	3	1	3	1
CCOC(=O)C1=CC[C@]2(C)c3c(c4ccccc4n3C)C(=O)C1N2C	-4	-1	-3	3	3	2	4	5	-3	10
N=C1C(c2nc3ccccc3s2)=C(O)CN1NC(=O)c1ccc([N+](=O)[O-])cc1	2	9	-3	0	-3	-3	3	-1	-16	8
Cc1noc(C)c1NC(=O)N(C)C[C@H]1Oc2ccc(NC(=O)Nc3ccccc3)cc2C(=O)N([C@H](C)CO)C[C@@H]1C	2	-2	2	2	0	1	1	2	2	3
O=C(Nc1ncn[nH]1)c1cccc(F)c1	2	2	-3	-3	-3	2	-1	5	-2	5
COCCCNC(=O)c1ccc([N+](=O)[O-])cc1	-9	0	-2	7	4	-1	1	-4	-8	4
CC(=O)Nc1ccc(NC(=O)COC(=O)Cc2cccs2)cc1	6	1	-2	4	3	4	-1	1	-1	3
Cc1cc(C)c2c(CC(=O)NNC(=O)c3ccccc3)coc2c1	-7	2	6	-2	-5	-4	4	2	3	4
CC(C)N1CCC(=O)NC1=O	1	-1	2	-6	1	5	-1	1	3	0
O=C1N(Cc2ccc(F)cc2Cl)c2ccccc2C12OCCCO2	-7	-3	0	-2	-15	11	-1	-1	6	0
Cc1ccc2c(c1)NC(=O)[C@@]1(C)[C@@H](c3ccccc3)[C@H]3COc4ccc(Cl)cc4[C@@H]3N1C2=O	-7	-2	1	-1	-23	-1	-1	0	-35	15
CCc1nnc(NS(=O)(=O)c2ccc(NC(=S)Nc3ccc(F)cc3)cc2)s1	10	-2	3	1	0	-3	0	-1	-3	14
O=C1C=C(Nc2cccc(O)c2)CC(c2ccco2)C1 (centres undefined)	27	-3	-6	4	10	-4	20	-2	10	11
O=C(NCc1ccccn1)c1ccc(NS(=O)(=O)c2ccccc2)cc1	6	-2	0	2	3	4	2	-2	-5	-1
CCCc1nnc(NC(=O)CCC(=O)Nc2ccc(Cl)cc2)s1	3	0	-6	8	-1	1	2	0	8	2
O=C(NCCCCc1ccccc1)c1cccc(NC(=O)c2ccccc2)c1	-27	0	3	1	-74	-3	0	-1	-36	1
CCOC(=O)C1CCCN(S(=O)(=O)c2ccc3c(c2)N(C)C(=O)CC(=O)N3C)C1 (centres undefined)	-3	0	5	-7	0	8	7	1	8	-3
COc1ccc(OC)c(NC(=O)C2CC(C)=C(C)CC2C(=O)O)c1 (centres undefined)	5	-3	-7	-8	18	-4	4	0	-1	15
CC(C)Cn1c(N)c(C(=O)COC(=O)c2ccc(F)cc2)c(=O)n(C)c1=O	-10	9	0	2	-13	-6	0	-2	-11	-3
CCOc1cc(/C=C2\NC(=S)N(C)C2=O)ccc1OCc1ccc(C(=O)O)cc1	-16	0	5	5	-3	8	0	1	-7	25
COc1cccc2nc3cc(C)c(C)cc3nc12	28	-3	-13	7	48*	-2	7	-7	11	27
Cc1ccc(N2CN(Cc3ccco3)CNC2=S)c(C)c1	-8	-6	5	0	3	-7	2	5	-9	-6
Cc1csc(NC(=O)CSc2nc(=O)n(CCN(C)C)c3c2CCCC3)n1	3	0	-1	7	-7	-1	-4	2	3	-6
COC(=O)c1c(C)oc2cc(Br)c(OCC(=O)C(C)(C)C)cc12	-3	-4	-3	4	-1	-3	-3	-2	10	-1
CN(C)CC(=O)N[C@@H]1C[C@@H]2O[C@@H](CO)CC[C@@H]2O[C@@H]1CCc1ccc(-c2ccc(F)cc2)cc1	8	16	4	.	.	-1	5	3	6	3
CS(=O)(=O)c1sc2nc(-c3cccs3)cc(-c3ccccc3)c2c1N	6	-1	-1	10	-60	-14	65*	-3	-52	65*
COc1cccc(-n2c(Cn3nc(C(F)(F)F)cc3C)n[nH]c2=S)c1	1	4	1	2	3	0	3	2	4	1
CCSc1nc(-c2ccccc2)c(-c2ccccc2)n1CC(O)CO (centres undefined)	2	-9	3	-2	-4	-5	2	4	0	0
CC(C)(C)OC(=O)N1O[C@H]2C=C[C@@H]1C2	6	5	3	-1	.	-2	1	-2	8	1
CCOc1ccc2nc(N(CCCN(C)C)C(=O)c3ccc(S(=O)(=O)N4CCc5ccccc5C4)cc3)sc2c1	14	0	-2	4	0	-2	-3	-1	3	4
COc1ccc(-n2c(SCC(=O)Nc3nccs3)nnc2-c2ccccc2)cc1	5	-12	-1	3	6	-7	0	0	-3	-2
CCc1cc(=O)oc2c3c(cc(OCC(=O)NCCC(=O)O)c12)OC(C)(C)CC3	3	3	-5	-2	2	6	4	-2	1	2
Cc1ccc(S(=O)(=O)N(Cc2ccc(Cl)cc2)c2ccccc2C(=O)O)cc1	5	-2	-1	8	-12	-1	0	-1	1	30
Nc1cccc2c1C(=O)N(Cc1cccc(Cl)c1)C2=O	-7	5	0	-8	-14	9	11	0	0	-4
Cc1nn(-c2ccccc2)c2sc(C(=O)NCc3ccc(F)cc3)cc12	-63	10	2	.	.	6	-2	-1	-60	8
CCN1CCC(=NNC(=O)c2ccco2)CC1	3	4	-6	-9	0	3	1	-3	2	-3

Not all compounds are listed; rates above refer to the full screens.
